14-3-3g Raf = alters human 14-3-3 gamma binding to Raf peptide | FP, 14-3-3gamma / TMR-pS259-Raf peptide binding | inhibition, % at 40 µM | 160,000 tested, 0.19% active | AID 422; in the data active = inhibition above about 30%;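 note: 0% = protein plus tracer without compound and 100% = blank with tracer alone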
Target sequence (P61981 whole entry, looked up): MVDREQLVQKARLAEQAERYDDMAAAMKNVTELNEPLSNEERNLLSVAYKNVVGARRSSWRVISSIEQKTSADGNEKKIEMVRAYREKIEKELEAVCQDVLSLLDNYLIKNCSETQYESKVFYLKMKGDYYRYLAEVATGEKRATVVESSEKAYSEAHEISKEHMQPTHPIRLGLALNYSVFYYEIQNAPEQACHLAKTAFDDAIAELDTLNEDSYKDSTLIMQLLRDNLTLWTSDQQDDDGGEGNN
Numbers without * were called inactive; & = joins results of further samples. A portion of the library; the hit share may differ from the screen's.

14-3-3g Raf | SMILES
3&-2 | CC(=O)OC1CCC(OC(C)=O)c2c1n([O-])c(C)c(C)[n+]2=O (centres undefined)
-9 | O=C(Nc1c2c(nn1-c1ccc(F)cc1)CS(=O)(=O)C2)c1cc([N+](=O)[O-])ccc1Cl
-1 | CCOC(=O)N1CCC(NC(=O)C2CCN(C(=O)N3CC(C)Oc4ccc(C)cc43)CC2)CC1 (centres undefined)
38* | Cc1cccc(N(CC(=O)NC2CCCCC2)S(=O)(=O)c2ccccc2)c1C
1 | CCOCCCNC(=O)c1cc(-c2ccncc2)nc2ccccc12
-9 | COCCOC(=O)c1c(C)oc2ccc(OC(=O)c3c(OC)cccc3OC)cc12
-3 | CCN1CCN(C(=O)c2cc3c(s2)-c2ccccc2S(=O)(=O)C3)CC1
-18 | Cc1nn(C(=O)CCCC(=O)n2nc(C)c(Cl)c2C)c(C)c1Cl
4 | Cc1csc(SCCn2c(Br)nc3c2c(=O)[nH]c(=O)n3C)n1
-8 | COc1ccc(S(=O)(=O)N(CCCN2CCCC2=O)Cc2cc3c(C)cc(C)cc3[nH]c2=O)cc1
-1 | COc1ccc(NC(=O)CN(c2ccc(C)cc2)S(=O)(=O)c2c(C)nn(C)c2C)cc1OC
-5 | COc1ccc(CN2CCN(Cc3cccc([N+](=O)[O-])c3)CC2)c(OC)c1OC
-10 | O=C(Cc1ccsc1-c1ccccc1)NO
3 | CCc1ccc(NC(=O)c2cc3cc4ccc(OC)cc4nc3s2)cc1
-1 | CCCCOc1ccc(C(=O)Nc2ccc3c4c(cccc24)C(=O)N3CC)cc1
2&-7 | CC(C)Sc1nc2c(c(=O)n1-c1ccc(F)cc1)SCC2
-2 | CC(C)CC(=O)N1CC(=O)Nc2ccc(Cl)cc2C1c1ccccc1 (centres undefined)
-2 | CC1C[C@@]2(NC(=O)NC2=O)C(C)CN1C (some centres undefined)
-16 | Cc1ccc(NS(=O)(=O)c2cc(Br)cc3c2N(C(=O)C2CC2)CC3)cc1Cl
-4 | Cc1cccc(-n2c(Cc3cc(=O)[nH]c(=O)[nH]3)nnc2SCC(=O)N2CCCCC2)c1
-4 | Cn1c(SCC(=O)Nc2ccccc2-c2ccccc2)nnc1-c1ccco1
-3 | COc1ccc(OCC(=O)Nc2nc3ccc(C)cc3s2)cc1
-126 | CC(C)CCNC(=O)COc1ccc2c(c1)C(=O)CC(C)(C)O2
2 | COc1ccc(CNC(=O)CCS(=O)(=O)c2cccc3nonc23)cc1
-10 | Brc1ccc(C2Nc3cccc4cccc(c34)N2)o1

Next part
14-3-3g Raf | SMILES
-4 | Cc1cc(C)c(S(=O)(=O)N2CCC(C(=O)O)CC2)c(C)c1
4 | CCCc1[nH]nc2c1C1(CCOC1C)C(C#N)=C(N)O2 (centres undefined)
0 | CCOc1ccc2cc(C3CC(c4ccc(C)cc4)=NN3C(C)=O)c(=O)[nH]c2c1 (centres undefined)
1 | CC1C(=O)CC(c2ccccc2)NC1c1ccccc1 (centres undefined)
0 | CCC(=O)Nc1cccc(-c2nc3ncccc3o2)c1C
-3 | CC(C)(C)n1nnnc1C(c1cccc(C#N)c1)N1CCN2CCCC2C1 (centres undefined)
-16 | COc1cc(-c2cc(C(=O)O)c3cc(Br)ccc3n2)cc(OC)c1OC
-6 | O=C(N1CCOCC1)N1CCN(C(=O)N(c2ccccc2)c2ccccc2)CC1
-1 | NC(=O)c1c(NC(=O)c2cc(-c3ccc4c(c3)OCO4)on2)sc2c1CCCC2
-13 | Cc1ccc(S(=O)(=O)Nc2ccc(S(=O)(=O)Nc3ncccn3)cc2)cc1
-2 | CCOC(=O)c1c(NC(=O)c2ccc([N+](=O)[O-])cc2)sc(C(=O)Nc2ccccc2F)c1C
0 | CC(C)(Oc1ccc(Cl)cc1)c1nc(-c2ccc([N+](=O)[O-])cc2)no1
-16 | O=C1c2oc3ccc(Cl)cc3c(=O)c2C(c2ccccn2)N1CCCN1CCOCC1 (centres undefined)
3 | CCc1ccc(C2C(C(=O)Nc3cccc(C(F)(F)F)c3)=C(C)NC3=C2C(=O)CC(C)(C)C3)cc1 (centres undefined)
-8 | CC(=O)c1c(C)nc(C)nc1NC(=O)Cc1ccccc1
-2 | O=c1c2c(-c3ccccc3)csc2nc2c3ccccc3c(NCCCO)nn12
-7 | CCOP(=O)(Cc1cc(C(C)(C)C)c(O)c(C(C)(C)C)c1)OCC
-4 | O=C(Nc1ccc(Cl)cc1F)c1ccc(COc2c(F)c(F)c(F)c(F)c2F)o1
1 | O=C(COc1ccccc1Cl)N1CCN(c2ncccn2)CC1
-6 | CN(C)c1ccc(C(=O)N2N=C(c3ccccc3)CC2(O)C(F)(F)F)cc1 (centres undefined)
-4 | C=CCN(c1ccccc1)S(=O)(=O)c1ccc(F)c(C(=O)Nc2ccc(Cl)cc2C(F)(F)F)c1
5 | CC(Nc1cc(N2CCN(C(=O)c3cccc(F)c3)CC2)ccc1[N+](=O)[O-])c1ccccc1 (centres undefined)
-12 | CSc1nc2sc3c(c2c(=O)n1C)CCCC3
-2 | O=C(NCCCCl)c1c(O)c2c([nH]c1=O)CCCC2
7 | CCn1c(SCc2ccc(C#N)cc2)nnc1-c1ccc(S(=O)(=O)N2CCCCC2)cc1

4 compounds from above, sorted by the value under 14-3-3g Raf, lowest first:
14-3-3g Raf | SMILES
-6 | CN(C)c1ccc(C(=O)N2N=C(c3ccccc3)CC2(O)C(F)(F)F)cc1 (centres undefined)
-3 | CC(C)(C)n1nnnc1C(c1cccc(C#N)c1)N1CCN2CCCC2C1 (centres undefined)
3 | CCc1ccc(C2C(C(=O)Nc3cccc(C(F)(F)F)c3)=C(C)NC3=C2C(=O)CC(C)(C)C3)cc1 (centres undefined)
4 | CCCc1[nH]nc2c1C1(CCOC1C)C(C#N)=C(N)O2 (centres undefined)

14-3-3g Raf, hit marks shown above.
14-3-3g Raf | SMILES
38* | Cc1cccc(N(CC(=O)NC2CCCCC2)S(=O)(=O)c2ccccc2)c1C

(cont.)
14-3-3g Raf | SMILES
-3 | CCNC(=O)C1CN(S(=O)(=O)c2ccccc2)CCN1S(=O)(=O)c1ccccc1 (centres undefined)
0 | CCOC(=O)CSc1nc2c([nH]c3ccccc32)c(=O)n1-c1cccc(C(F)(F)F)c1
-11 | CC(C)Cn1c(N2CCN(C(=O)c3cccs3)CC2)nc2ccccc21
2 | COC(=O)Cn1cc(C(=O)c2ccco2)c2ccccc21
-7 | CCOC(=O)C1CCN(C(=O)c2ccc(C)c(C)c2)CC1
-4 | COc1cc2c(cc1OC)C(C(=O)N1CCN(c3ccc(F)cc3)CC1)C(c1ccc(SC)cc1)N(C)C2=O (centres undefined)
-1 | COc1ccc(C(=O)N2CCCC2)cc1S(=O)(=O)N1CCC(C)CC1
-1 | Cc1oc(CC(C)C)cc1C(=O)Nc1ccc(C(=O)O)cc1
-6 | Cc1ccc(C(=O)Nc2nc3ccc(S(C)(=O)=O)cc3s2)s1
-35 | Oc1c(I)cccc1C=Nc1ccc2oc(-c3cccc(Cl)c3)nc2c1
4 | CC(C)(C)NC(=O)CCS(=O)(=O)c1cc(Br)cc2c1N(C(=O)C1CC1)CC2
-1 | Cc1ccc(C)n1-c1ccccc1C(=O)Nc1ccccc1C(F)(F)F
-2 | COc1cc(CCC(=O)N2CCN(S(=O)(=O)c3ccc(C)c(C)c3)CC2)cc(OC)c1OC
-1 | CC1CCCCC1NC(=O)C1(S(=O)(=O)c2ccc(Cl)cc2)CC1 (centres undefined)
-2 | CCCCCn1c(-c2ccccc2)nc2ccccc21
3 | CCOc1ccc(S(=O)(=O)N2CCN(CC)CC2)c2cccnc12
-12 | CCOC(=O)c1[nH]c2c([N+](=O)[O-])cc(OC)cc2c1-c1ccccc1
-6 | CCOc1ccc(NC(=O)c2oc3ccccc3c2NC(=O)C(C)C)cc1
1 | COc1ccc(N2CCN(C(=O)c3sc4nc(C)nc(N5CCCCC5)c4c3C)CC2)cc1
2 | CCc1cc2c(=O)c(-c3ccc(OC)cc3)c(C)oc2cc1OC
-5 | COC(=O)c1ccc2c(=O)n(Cc3ccc(C(=O)NCCc4c[nH]c5ccccc45)cc3)c(=S)[nH]c2c1
-13 | COc1ccc(-n2nc3c(c2NC(=O)COc2ccccc2)CSC3)cc1
-95 | CCCCN1C(=O)c2c(Oc3ccc(OC)cc3)cc([N+](=O)[O-])cc2Oc2ccccc21
1 | C/C=C(\C)c1nnc(NC(=O)c2ccco2)s1
-9 | Cc1nc(NC2=NCN(Cc3ccccc3)CN2)nc2ccccc12

5 neighbouring records from above, for reference:
14-3-3g Raf | SMILES
2 | COC(=O)Cn1cc(C(=O)c2ccco2)c2ccccc21
-7 | CCOC(=O)C1CCN(C(=O)c2ccc(C)c(C)c2)CC1
-4 | COc1cc2c(cc1OC)C(C(=O)N1CCN(c3ccc(F)cc3)CC1)C(c1ccc(SC)cc1)N(C)C2=O (centres undefined)
-1 | COc1ccc(C(=O)N2CCCC2)cc1S(=O)(=O)N1CCC(C)CC1
-1 | Cc1oc(CC(C)C)cc1C(=O)Nc1ccc(C(=O)O)cc1

Further records:
14-3-3g Raf | SMILES
3 | Cc1cccc(C)c1NC(=O)CSc1nnc(-c2cccnc2)n1C
-1 | Cc1nc(N2CCN(c3ccccc3)CC2)nc2c1C(=O)CC(C)C2 (centres undefined)
-4 | C=CCOC(=O)C1=C(C)Nc2ncnn2C1c1cc(Br)ccc1F (centres undefined)
-5 | CCCCCn1c(=O)[nH]c2cc(C(=O)N3CCc4ccccc4C3)ccc2c1=O
-5 | CCOc1cc2nc3c4ccccc4n(CCC(C)C)c3nc2cc1OCC
-8 | Cc1cc(NC(=O)CCN2CCN(CCO)CC2)no1
-15 | N#CC1=C(N)C(C#N)(C#N)[C@H](c2c(F)cccc2F)[C@H]2CC3(CC=C12)OCCO3
6 | CC(C)(C)c1cc(C(F)(F)F)n2nc(C(=O)O)cc2n1
2 | CC1=C(C(=O)OCC2CCCO2)C(c2ccc(O)cc2)NC(=O)N1 (centres undefined)
4 | CC1(C)CC(=O)C(C2C3=C(CC(C)(C)CC3=O)Oc3ccc(Br)cc32)=C(O)C1 (centres undefined)
-3 | CC1=C(C(=O)Nc2cccnc2)C(c2ccc(C(C)C)cc2)n2ncnc2N1 (centres undefined)
-7 | CN(Cc1ccccc1)c1cc(NCCCO)c([N+](=O)[O-])c2nonc12
-9 | O=C(O)CCCNC1CC(=O)N(c2ccccc2)C1=O (centres undefined)
-5 | CCCCNC(=O)c1sc2ncnc(N(C)c3ccccc3)c2c1C
4 | Cc1cc(S(=O)(=O)N2CCC(NC(=O)C34CC5CC(CC(C5)C3)C4)CC2)ccc1-n1cnnn1
-8 | CC(=O)Nc1ccc(NC(=O)CN(c2ccccc2Cl)S(C)(=O)=O)cc1
-2 | Cc1cc(C)cc(NC(=O)c2ccc(NS(=O)(=O)c3c(C)noc3C)cc2)c1
1 | O=C(COc1cccc(Cl)c1)NCCc1ccccc1
1 | COc1cccc(OCCNc2cc(N3CCN(C)CC3)ccc2[N+](=O)[O-])c1
12 | CCCCC(=O)Nc1ccc(C(=O)NCC(=O)OC)cc1
0 | CCCCn1c(-c2ccccc2)nnc1-c1ccccc1
2 | CCCC(=O)N1c2ccc(OCC)cc2C(=C2SC(C(=O)OC)=C(C(=O)OC)S2)C(=S)C1(C)C
-17 | Cc1ccc(C)c(N2CCN(S(=O)(=O)c3cc(C(=O)Nc4ccccc4C)ccc3F)CC2)c1
-18 | CC(=O)N1CCc2cc(S(=O)(=O)NCCC(=O)NCc3ccc(C)cc3)ccc21
5 | CC(=O)OC1c2ccccc2C(=O)N1c1ccccc1C (centres undefined)

Other records follow.
14-3-3g Raf | SMILES
-5 | Cc1nc2ccc(S(=O)(=O)N(C)CC(=O)NCc3ccc4c(c3)OCO4)cc2s1
-2 | CCN(CC)CCOc1c(Br)ccc2c1sc1nc3n(c(=O)c12)CCC3
-2 | CCOC(=O)c1c(C)[nH]c(C(=O)COC(=O)CCC(=O)c2ccc3c(c2)OCCO3)c1C
-6&-1 | COC(=O)CN1C(=O)C(O)(CC(=O)c2ccccc2)c2ccccc21 (centres undefined)
-10&-15 | Nc1ccc(OCc2ccccc2)cc1
-1 | Cc1[nH]nc2c1C(c1ccccc1)c1ccccc1-2 (centres undefined)
3 | CC(C)CC(O)CNC(C)(C)C (centres undefined)
-13 | CCOC(=O)Cc1csc(NC(=O)CSc2ncnc3c2cnn3-c2ccccc2Cl)n1
-5 | COc1ccc(C(=O)COC(=O)c2cccc(N3C(=O)C4C5CCC(C5)C4C3=O)c2)cc1 (centres undefined)
1 | COc1ccc(N(CC(=O)N2CCCCCC2)S(=O)(=O)c2ccccc2)cc1Cl
-3 | O=[N+]([O-])c1nn(-c2ccc3c(c2)OCCO3)n(O)c1=Nc1ccccc1
-10 | Cc1ccc(CNC(=O)CCCn2c(=O)c3sccc3n(Cc3ccc(Cl)cc3)c2=O)cc1
-1 | CCOC(=O)c1ccccc1NC1c2ccccc2C(=O)N1c1ccc(C)cn1 (centres undefined)
-14 | COc1ccc(-c2csc3ncnc(NCCN4CCOCC4)c23)cc1
-14 | CCc1c(C(=O)c2ccc(OC)cc2)oc2ccc3c(C)cc(=O)oc3c12
-5&-1 | CC1CCc2c(sc3ncnc(NCCN4CCOCC4)c23)C1 (centres undefined)
-4 | CCN(CC)c1nc2n(c(=S)n1)CCS2
-1 | CSc1nc(O)c(Cc2ccccc2)c(=O)[nH]1
-1 | CC(C)Cn1c(=O)c(C(=O)Nc2cccnc2)c(O)c2ccccc21
3 | O=C(O)c1cc(=O)[nH]c2ccc(S(=O)(=O)N3CCCCCC3)cc12
-11 | COc1cc(C2C=C(Nc3ccc(C)cc3)C(=O)N2c2ccc(C)cc2)ccc1O (centres undefined)
3 | CC(C)c1ccc(NC(=O)c2ccc(NCCc3ccccc3)c([N+](=O)[O-])c2)cc1
-2 | Cc1nn(CCCC(=O)NCc2ccco2)c(C)c1[N+](=O)[O-]
2 | CCOC(=O)CN1C(=O)COc2ccc(C(C)(C)C)cc21
-6 | Cc1cccc(-c2ccc3ccccc3n2)c1

Part of the list above in order of SMILES length, highest first:
14-3-3g Raf | SMILES
-11 | COc1cc(C2C=C(Nc3ccc(C)cc3)C(=O)N2c2ccc(C)cc2)ccc1O (centres undefined)
-3 | CC1=C(C(=O)Nc2cccnc2)C(c2ccc(C(C)C)cc2)n2ncnc2N1 (centres undefined)
3&-2 | CC(=O)OC1CCC(OC(C)=O)c2c1n([O-])c(C)c(C)[n+]2=O (centres undefined)
-4 | C=CCOC(=O)C1=C(C)Nc2ncnn2C1c1cc(Br)ccc1F (centres undefined)
-8 | CC(=O)c1c(C)nc(C)nc1NC(=O)Cc1ccccc1
